# PglD inh = C. jejuni PglD acetyltransferase inhibitors, primary screen, biochemical, DTNB colorimetric, single point; UDP-N-acetylbacillosamine N-acetyltransferase PglD (Campylobacter jejuni); purified PglD enzyme, DTNB colorimetric CoA detection; inhibition, % at 12.5 µM; 360,000 compounds, 0.098% hits; AID 602405, 2012; in the data active means inhibition above about 16%, passing the limit was not always enough; further: strong numbers were not always called active
# INS-1E GSIS act = GLuc luminescence reporter in INS-1E cells, primary screen for activators of glucose-dependent secretion of insulin | INS-1E GLuc reporter insulin secretion, 2-3 h | activation, % at 16.6 µM | 370,000 compounds, 0.61% hits;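 active means lowest replicate activation of at least 40%, so every replicate reaches that level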;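 further: 0% = median of neutral control wells and 100% = median of IBMX positive control wells; some compounds called inactive have numbers as strong as hits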
# F508del corr = F508del CFTR correction, initial screen, CFBE line, single point; CFBE cells, YFP halide quenching; stimulated with forskolin plus potentiator P3; % fluorescence drop versus neutral controls; activity (quench increase), % at 7.58 µM; 350,000 compounds, 0.36% hits;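 active means mean added fluorescence quench of at least 8% versus neutral control, with both replicates also reaching 8%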;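 further: cells transiently co-express mutant CFTR-F508del with the halide-sensitive YFP; corrector assay measuring rescue of mutant channel to the surface after 24 h compound exposure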
# PGC1a acetyl inh = inhibitors of PGC1a acetylation signal, primary screen, cell-based, U2OS, AlphaScreen, inhibitor mode | inhibition, % at 15.6 µM | AlphaScreen anti-acetyl-lysine; with virally co-expressed GCN5 acetyltransferase | 350,000 compounds, 0.17% hits;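 active means every replicate shows inhibition of at least 40%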;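 further: 0% = neutral control wells and 100% = positive control wells; some results beyond the cut were filed as inactive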
# Cneo AK release = Cryptococcus neoformans cell lysis inducers, primary screen, AK release luminescence, single concentration; C. neoformans lysis, adenylate kinase release luminescence, 4 h; normalised: neutral wells 0, clomiphene wells 100; lysis activity, % at 15 µM; 360,000 compounds, 0.2% hits;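 active means mean lysis activity across replicates of at least 80%, whatever share of replicates individually reach that level; inactive means mean lysis activity below 80%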
#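 Material – Cryptococcus neoformans yeast cells · Quantity – 5 × 10^6 yeast cells/mL · Buffer or medium – YPD medium · Compound – single dose · Timing – 4 h static compound exposure, 37 °C, read 1 h post-reagent · Signal – adenylate kinase release luminescence · Read-out basis – lysis from increased AK signal · Benchmarks – Clomiphene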
# Statin myotox sup = suppressors of statin myotoxicity in C2C12 myotubes, primary screen, cell-based, single point, plate reader; C2C12 myotubes + simvastatin, ATP luminescence, 48 h; scaled: DMSO 0, geranylgeraniol control 100; rescue of ATP level, % at 7.49 µM; 330,000 compounds, 0.78% hits;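 active means mean ATP rescue above about 67%, or every replicate alone reaching that limit, limit read from the data, passing the limit was not always enough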;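 further: myotubes were challenged with 10 µM simvastatin during compound exposure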
# miR122 inh = miR-122 Renilla sensor signal increase in Huh7, primary screen, miR-122 inhibitor project, cell-based, single point, plate reader | 340,000 compounds, 0.3% hits | activation (reporter increase), % at 12.5 µM | Huh7 miR-122 Renilla luciferase sensor, 48 h; neutral wells = 0, positive control = 100;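 active means mean replicate activation score at least 90 and every replicate individually at or above 90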;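 further: higher luciferase means less miR-122 activity so hits act as miR-122 inhibitors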
# FN deposition inh = inhibitors of fibronectin matrix deposition, primary screen, AH1F cells, Alexa488-fibronectin fluorescence, plate reader | AH1F fibroblasts, overnight | inhibition, % at 12.6 µM | 350,000 compounds, 0.086% hits;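 active means mean inhibition across replicates of 30% or more, regardless of how many single replicates reach that level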;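 further: positive control wells lacked labelled fibronectin entirely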
#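 Material: AH1F fibroblast monolayer depositing Alexa488-labelled fibronectin into matrix | Input: 10000 AH1F cells/well | Medium: DMEM plus 2% serum, read in PBS | Reagent: Alexa488-fibronectin, 24 nM final in well | Compound dosing: One dose per compound, pinned | Schedule: 1 h adhesion, overnight exposure | Measured by: Fluorescence at 485 nm excitation, 525 nm emission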
# Starred values were filed as active, the others as inactive; . = no result given; & = joins results of further samples; [ ] = dose if it differs, or a comment.
SMILES,PglD inh,INS-1E GSIS act,F508del corr,PGC1a acetyl inh,Cneo AK release,Statin myotox sup,miR122 inh,FN deposition inh
Cn1c(SCC(=O)NCc2ccc3c(c2)OCO3)nc2scc(-c3cccs3)c2c1=O,2,-17,.,.,11,.,9,5
CC(=O)C1=C(C)Nc2ncnn2C1c1ccccc1F (stereo not given),2,-2,1.4,2,-1,-12,3,-5
COc1cccc(N2CC(NC(=O)c3ccc4ccccc4c3)CC2=O)c1 (stereo not given),.,8,1.2,5,.,-7,-10,1
COc1ccc(CCNC(=O)C(=O)NCC2OCCN2S(=O)(=O)c2ccc(Br)cc2)cc1OC (stereo not given),2,-3,.,8,-1,-4,-1,1
CN1C(=O)c2cc(NC(=O)c3cscn3)ccc2OC[C@@H]2O[C@@H](CC(=O)NCC3CC3)CC[C@H]21,2,8,-2.0,5,-1,-9,25[16.7 µM],10
O=C(O)c1cc(-c2cccs2)nc2ccc(F)cc12,3,8,-2.0,-24,1,3,-6,-3
N#Cc1ccccc1OCCCNC1CCCC1,.,15,0.0,11,.,.,.,6
CC(=O)c1ccc(OCCCC(=O)Nc2ccc(C)c(S(=O)(=O)N(C)C)c2)cc1,-1,-1,.,-11,8,.,1,.
O=C(CSc1nnc(Cc2cccs2)n1-c1ccccc1)NCc1ccc2c(c1)OCO2,10,1,.,4,1,20,1,0
COc1cccc(-c2cc(C(=O)N3CCN(C(=O)c4ccco4)CC3)[nH]n2)c1,-2,-15,0.6,-8,-5,22,.,13
Cc1ccc(-c2nnc(-n3nnc4ccccc43)c3ccccc23)cc1,0,6,.,-10,-1,-18,-1,2
CCCNC(=O)C1(C)CCCN(C(=O)c2cc(F)ccc2C)C1 (stereo not given),-1,.,-2.6,15,0,0,.,.
CCS(=O)(=O)Nc1ccc2c(c1)C(=O)N(C)[C@H]1CC[C@H](CC(=O)NC)O[C@@H]1CO2,.,5,1.2,4,.,.,.,8
N=C1/C(=C/c2ccc(OC(=O)c3ccco3)cc2)C(=O)N=C2SC=CN12,.,-4,-1.1,-7,.,.,.,7
S=C(NCc1ccncc1)Nc1cc(Cl)cc(Cl)c1,-6,-16,-2.3,3,-2,7,103*,-2
C[C@H]1CN([C@@H](C)CO)C(=O)Cc2cc(NC(=O)Nc3cccc4ccccc34)ccc2O[C@H]1CN(C)Cc1ccccc1,-3,3,1.2,.,-1,-25,-9[16.7 µM],.
c1cncc(-c2nc(NCC3CCCO3)c3ccccc3n2)c1 (stereo not given),1,.,.,-9,-1,-58,3,.
O=C(Nc1ccccc1F)N1CC(=O)N2[C@H](CO)[C@@H](c3ccc(-c4cccnc4)cc3)[C@@H]2C1,.,18,0.2,3,.,.,.,2
CC(NC(=O)CN1C(=O)NC2(CCCCCC2)C1=O)c1ccccc1Cl (stereo not given),6,-20,1.1,-1,0,-4,-12,-1
CC(=O)N(C)c1ccc(C(O)(C(F)(F)F)C(F)(F)F)cc1,.,21,-0.1,7,.,.,5,-7
CN1[C@H](C(=O)NCCc2ccccc2)[C@@H](CO)[C@@H]2Cn3c(ccc(-c4ccccc4)c3=O)[C@@H]21,-2,2,.,.,54,1,.,.
C[C@@H]1CCCCO[C@H](CN(C)C(=O)Nc2ccc(C(F)(F)F)cc2)[C@@H](C)CN([C@H](C)CO)C(=O)c2cc(NC(=O)c3ccccc3)ccc2O1,1,4,1.5,.,-1,-39,2[16.7 µM],.
O=C(Nc1ccc(N2CCOCC2)cc1)c1cccc(S(=O)(=O)N2CCOCC2)c1,-1,.,4.0,1,-1,2,3,-3
O=C(O)c1cccc2c1C(=O)c1ccc(N3CCCCC3)cc1S2(=O)=O,-2,-6,0.8,.,0,13,.,0
CN(CC(=O)Nc1cccc(F)c1)C(=O)c1cn2ccccc2n1,-3,.,-1.1,6,-1,6,-6,-2

# The listing continues:
SMILES,PglD inh,INS-1E GSIS act,F508del corr,PGC1a acetyl inh,Cneo AK release,Statin myotox sup,miR122 inh,FN deposition inh
Cc1ccc2oc(C(=O)N(Cc3nccn3C)C(C)C)c(C)c2c1,-2,3,2.6,2,-3,5,-2,1
O=C1Nc2ccc([N+](=O)[O-])cc2OC1CCN1CCN(Cc2ccccc2)CC1 (stereo not given),.,-11,0.5,-6,.,.,.,4
O=C1CC(N2CCSCC2)C(=O)N1c1cccc(Br)c1 (stereo not given),6,-10,1.4,-4,8,-3,5,14
Cc1sc(NC(=O)CSc2nnc(N)s2)c(C#N)c1C,-2,-5,0.7,-7,-3,15,0,10
CCCNC(=O)N(C)C[C@H]1Oc2ncc(-c3ccc(OC)cc3)cc2C(=O)N([C@@H](C)CO)C[C@@H]1C,3,11,1.2,12,-3,0,9[16.7 µM],.
COc1ccc(N2CC(C)Cn3c2nc2c3c(=O)n(Cc3ccc(F)cc3)c(=O)n2C)c(OC)c1 (stereo not given),6,3,.,19,1,-1,-3,1
Cc1nn(CCc2nc(-c3ccco3)cs2)c2[nH]c(=O)cc(C(F)(F)F)c12,-2,-2,-2.5,-15,0,-16,-1,.
CCOc1ccccc1NC(=O)C(c1ccccc1)N1CCN(C(=O)c2ccco2)CC1 (stereo not given),5,.,-1.2,.,0,7,.,6
CO[C@@H]1CN(C)C(=O)c2cc(NC(=O)C3CC3)ccc2OC[C@H](C)N(C(=O)CN(C)C)C[C@H]1C,2,-6,-4.1,6,-1,-11,-5[16.7 µM],-1
O=C(C[C@H]1CC[C@@H]2[C@H](COC[C@H](O)CN2Cc2cc(F)ccc2F)O1)NCc1ccc(Cl)cc1,2,-16,0.4,-3,3,-1,-3[16.7 µM],-7
CCC(=O)N1[C@@H](C#N)[C@@H](c2ccccc2-c2ccccc2)[C@@H]1CO,.,7,-0.2,3,.,.,.,-9
COc1ccc(NC(=O)N(C)C[C@H]2Oc3ccc(NS(=O)(=O)c4ccc(Cl)cc4)cc3C(=O)N([C@H](C)CO)C[C@H]2C)cc1,1,1,0.9,.,5,.,2[16.7 µM],-5
CCOC(=O)CNC(=O)N1CCCC(CNS(=O)(=O)Cc2ccccc2)C1 (stereo not given),2,5,-0.7,.,3,-14,-6,-5
COc1cccc(C#Cc2ccc3c(c2)O[C@H](CN(C)C)[C@@H](C)CN([C@@H](C)CO)S3(=O)=O)c1,2&-1,5&-6,1.6&-1.0&0.1,-12&-13&-15,-2&2,3&-7&-39,10,5
O=C(COc1cccc(-n2cnnn2)c1)Nc1ccc([N+](=O)[O-])cc1,-3,5,1.8,11,-1,17,1,-8
CCNC(=O)NC(=O)C(C)OC(=O)c1cc(S(=O)(=O)N2CCCCCC2)ccc1OC (stereo not given),0,.,.,7,2,-12,1,-3
CCN=C1S/C(=C\c2cn(C(C)=O)nc2-c2ccccc2)C(=O)N1CC,-2,.,.,.,-4,.,-1,-10
O=C(CN(Cc1ccc(F)cc1)C(=O)CCC(=O)Nc1nccs1)NCc1ccc(F)cc1,.,0,3.6,.,-1,1,-4,2
CCc1ccc(C(=O)COC(=O)[C@@H](NC(N)=O)[C@@H](C)CC)cc1,.,-10,-0.1,6,.,.,.,-1
CS(=O)(=O)NCCNc1ccc(C(F)(F)F)cc1[N+](=O)[O-],-1,0,1.5,-4,-2,-16,-5,4
COc1ccccc1C#Cc1ccc([C@@H]2[C@H](CO)N3CCCCN(C(=O)C4CCC4)C[C@@H]23)cc1,-2,-4,-2.6,-26,7,-13,0[16.7 µM],8
COc1ccc(CNC(=O)CN2C(=O)NC3(CCCc4sccc43)C2=O)cc1OC (stereo not given),.,2,1.2,9,.,-7,.,8
COc1cccc(C(O)c2ncc(-c3cccc4ccccc34)[nH]2)c1 (stereo not given),-10,-18,0.1,2,1,14,9,22
CSc1ncccc1C(=O)Nc1ccc(S(=O)(=O)NC2=NCCCCC2)cc1,-6,-3,-3.3,-5,1,1,6,1
O=C(CSc1cccc[n+]1[O-])Nc1c(Br)cc([N+](=O)[O-])cc1Br,6,1,-0.6,1,-5,7,1,-1
CCNC(=O)C[C@H]1CC[C@@H]2[C@H](COc3ccc(NC(=O)c4ccccc4)cc3C(=O)N2C)O1,0,8,2.4,3,5,-25,17[16.7 µM],-8
COCC(=O)Nc1ccc2c(c1)[C@H]1C[C@H](CC(=O)N[C@@H](C)c3ccccc3)O[C@H](CO)[C@H]1O2,-2,2,1.9,-1,6,7,0[16.7 µM],0
COc1cc(-c2nc3ccccc3c(=O)n2N)cc(OC)c1OC,-33,7,-3.3,11,0,.,0,-5
N#CC1(NC(=O)COC(=O)c2cc([N+](=O)[O-])ccc2N2CCCC2)CCCCC1,-4,-13,1.9,10,1,-14,-3,4
CC(C)C#Cc1ccc2c(c1)O[C@@H](CN(C)C(=O)C1CC1)[C@@H](C)CN([C@H](C)CO)S2(=O)=O,-1,-3,-2.0,-2,-4,13,5[16.7 µM],.

# 13 structures already listed, ordered by length of the SMILES, ascending:
SMILES,PglD inh,INS-1E GSIS act,F508del corr,PGC1a acetyl inh,Cneo AK release,Statin myotox sup,miR122 inh,FN deposition inh
COc1cc(-c2nc3ccccc3c(=O)n2N)cc(OC)c1OC,-33,7,-3.3,11,0,.,0,-5
COc1cccc(C(O)c2ncc(-c3cccc4ccccc34)[nH]2)c1 (stereo not given),-10,-18,0.1,2,1,14,9,22
CCOC(=O)CNC(=O)N1CCCC(CNS(=O)(=O)Cc2ccccc2)C1 (stereo not given),2,5,-0.7,.,3,-14,-6,-5
O=C(COc1cccc(-n2cnnn2)c1)Nc1ccc([N+](=O)[O-])cc1,-3,5,1.8,11,-1,17,1,-8
COc1ccc(CNC(=O)CN2C(=O)NC3(CCCc4sccc43)C2=O)cc1OC (stereo not given),.,2,1.2,9,.,-7,.,8
CCc1ccc(C(=O)COC(=O)[C@@H](NC(N)=O)[C@@H](C)CC)cc1,.,-10,-0.1,6,.,.,.,-1
O=C(CSc1cccc[n+]1[O-])Nc1c(Br)cc([N+](=O)[O-])cc1Br,6,1,-0.6,1,-5,7,1,-1
O=C(CN(Cc1ccc(F)cc1)C(=O)CCC(=O)Nc1nccs1)NCc1ccc(F)cc1,.,0,3.6,.,-1,1,-4,2
N#CC1(NC(=O)COC(=O)c2cc([N+](=O)[O-])ccc2N2CCCC2)CCCCC1,-4,-13,1.9,10,1,-14,-3,4
COc1ccccc1C#Cc1ccc([C@@H]2[C@H](CO)N3CCCCN(C(=O)C4CCC4)C[C@@H]23)cc1,-2,-4,-2.6,-26,7,-13,0[16.7 µM],8
O=C(C[C@H]1CC[C@@H]2[C@H](COC[C@H](O)CN2Cc2cc(F)ccc2F)O1)NCc1ccc(Cl)cc1,2,-16,0.4,-3,3,-1,-3[16.7 µM],-7
CO[C@@H]1CN(C)C(=O)c2cc(NC(=O)C3CC3)ccc2OC[C@H](C)N(C(=O)CN(C)C)C[C@H]1C,2,-6,-4.1,6,-1,-11,-5[16.7 µM],-1
COc1ccc(NC(=O)N(C)C[C@H]2Oc3ccc(NS(=O)(=O)c4ccc(Cl)cc4)cc3C(=O)N([C@H](C)CO)C[C@H]2C)cc1,1,1,0.9,.,5,.,2[16.7 µM],-5

# Assay outcomes (PubChem)
